Rtt109 HAT inh = C. albicans Rtt109 histone acetyltransferase inhibition; 330,000 tested, 0.16% active; AID 540336; purified Rtt109/Vps75, ThioGlo CoA-SH fluorescence, 4 h; inhibition, % at 34.9 µM;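 active = inhibition of at least 50% in every replicate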
PvdQ inh = P. aeruginosa PvdQ acylase inhibition. purified PvdQ acylase, fluorescence plate reader. AID 488965. inhibition, % at 10 µM. 340,000 tested, 0.063% active; in the data active = inhibition above about 30%, passing the limit was not always enough;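 note: 0% = vehicle neutral wells and 100% = reference inhibitor wells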
MITF act = activators of MITF-driven TRPM1 promoter activity in SK-MEL-5 cells. activation, % at 12.5 µM. 300,000 tested, 0.75% active. SK-MEL-5 TRPM1-promoter luciferase, 24 h; % of positive control, neutral wells = 0;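 active = mean activation of at least 80% with every replicate also reaching 80%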;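 note: 0% = neutral control wells and 100% = parthenolide positive control wells; values of inactives mirror those of a sister screen read the other way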
NSD2 HMT inh = inhibitors of human histone methyltransferase NSD2 | O96028 | NSD2 peptide methylation, AlphaScreen, 120 min | inhibition, % at 12.5 µM | 310,000 tested, 0.54% active | AID 743445; in the data active = inhibition above about 50%
SR-BI DiI inh = mouse SR-BI HDL lipid transfer inhibition. inhibition, % at 12.5 µM. ldlA[mSR-BI] CHO cells, DiI-HDL uptake fluorescence, 3 h. AID 488896. 320,000 tested, 0.96% active. Q61009;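 active = mean replicate inhibition of at least 70% and a set share of replicates each scoring 70 or more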;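 note: 0% = median of neutral control wells and 100% = median of positive control wells; values of inactives mirror those of a sister screen read the other way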
dFosB activator = enhances mouse delta FosB homodimer DNA binding. P13346. purified delta FosB, TAMRA-CDK5 oligo fluorescence polarization; percent of positive-control signal above neutral wells. activation, % at 25 µM. 340,000 tested, 0.99% active;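 active = mean activation above about 17%, with every replicate also reaching it, limit read from the data, passing the limit was not always enough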;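 note: fluorescence polarization rise as delta FosB binds a TAMRA Cdk5 AP-1 oligo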
CAL PDZ FP-1 = inhibitors of human CAL PDZ peptide binding; inhibition, % at 24.9 µM; AID 602252; 300,000 tested, 0.92% active; purified CAL PDZ, TMR-peptide fluorescence polarization, 1 h;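 active = mean inhibition of at least 30% with at least half of replicates also reaching 30%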;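 note: 0% = DMSO neutral control and 100% = excess unlabeled competitor peptide PRC23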
PfHsp90 set2 = reduces growth (ATP signal) of yeast expressing P. falciparum Hsp90 | 310,000 tested, 0.32% active | S. cerevisiae expressing PfHsp90, BacTiter-Glo ATP, 48 h; yeast lacking PDR1 and PDR3 efflux regulators | inhibition, % at 9.4 µM;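 active = every replicate shows inhibition above about 80%, whatever the replicate mean, limit read from the data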;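 note: 0% = DMSO neutral controls and 100% = 20 µM radicicol positive controls; yeast relying on Plasmodium falciparum Hsp90 in place of its own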
CAL PDZ FP-2 = human CAL PDZ-peptide interaction inhibition; inhibition, % at 20 µM; AID 504414; 330,000 tested, 0.02% active; Q9HD26; purified CAL PDZ, TMR-peptide fluorescence polarization, 1 h;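 active = highest replicate inhibition of at least 40%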;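 note: plate controls were DMSO neutral control wells for no effect and unlabeled competitor peptide control wells for full effect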
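System: tagged CAL PDZ domain. Schedule: 1 h room-temperature incubation prior to read. Signal: fluorescence polarization (mP). Measure: percent inhibition from loss of millipolarization.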
SR-BI DiI-HDL act = activators of SR-BI mediated HDL lipid uptake | 320,000 tested, 0.096% active | CHO ldlA[mSR-BI] cells, DiI-HDL uptake fluorescence, 3 h; 100 = double the neutral-control signal | activation, % at 12.5 µM;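 active = mean replicate activation of at least 60% and every replicate at or above 60%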;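 note: 0% = median plate neutral-control signal and 100% = twice that signal; values of inactives mirror those of a sister screen read the other way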
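System: CHO ldlA[mSR-BI] cells / Medium: HEPES-buffered (25 mM, pH 7.4) F12 plus 0.5% BSA / Probe or stimulus: labelled HDL, 10 µg/mL / Doses: single compound concentration, delivered by pin transfer / Schedule: 3 h, 37 °C / Measured by: DiI fluorescence, bottom read / Measure: cell-associated DiI fluorescence as measure of HDL uptake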
An asterisk follows results filed as active; · = no result given.

item	Molecule	Rtt109 HAT inh	PvdQ inh	MITF act	NSD2 HMT inh	SR-BI DiI inh
1	N=c1ccn(CC(=O)c2ccc(-c3ccccc3)cc2)cc1	18	-6	-31	14	-16
2	Cc1ccc(-c2csc3ncn(CC(=O)N4CCOCC4)c(=O)c23)cc1C	1	-5	-2	4	11
3	O=C(CCNS(=O)(=O)c1ccc(Cl)cc1)OCC(=O)N1CCN(C(=O)c2ccco2)CC1	·	-12	-2	-1	-6
4	COc1ccc(CN(C)C(=S)Nc2ccc(OC(F)F)cc2)cc1	5	-11	-2	3	13
5	CC(C)c1ccc(C(O)Cc2nc3ccccc3n2C)cc1 (configuration not stated)	0	0	·	-1	12
6	Cc1ccc(N(C=NC#N)CC(=O)N2CCN(c3ccccc3)CC2)cc1	0	-19	-3	-1	15
7	COCCNC(=O)COc1ncnc2scc(-c3ccc(F)cc3)c12	-4	-14	-10	·	22
8	COc1cc(C)c(S(=O)(=O)N2CCCC2)cc1C	-2	-18	0	1	-4

item	dFosB activator	CAL PDZ FP-1	PfHsp90 set2	CAL PDZ FP-2	SR-BI DiI-HDL act
1	-5	-5	·	-3.5	16
2	-5	-4	22	-1.3	-11
3	5	-4	-13	-1.2	6
4	-7	3	-116	-13	-13
5	15	4	11	0.6	-12
6	-1	·	-14	1.0	-15
7	-3	3	-5	0.6	-22
8	-4	-3	24	-0.1	4

Some of the entries so far, with one line to a screen:
[8] COc1cc(C)c(S(=O)(=O)N2CCCC2)cc1C
[7] COCCNC(=O)COc1ncnc2scc(-c3ccc(F)cc3)c12
[5] CC(C)c1ccc(C(O)Cc2nc3ccccc3n2C)cc1 (configuration not stated)
[1] N=c1ccn(CC(=O)c2ccc(-c3ccccc3)cc2)cc1
[4] COc1ccc(CN(C)C(=S)Nc2ccc(OC(F)F)cc2)cc1

Compound	8	7	5	1	4
Rtt109 HAT inh	-2	-4	0	18	5
PvdQ inh	-18	-14	0	-6	-11
MITF act	0	-10	·	-31	-2
NSD2 HMT inh	1	·	-1	14	3
SR-BI DiI inh	-4	22	12	-16	13
dFosB activator	-4	-3	15	-5	-7
CAL PDZ FP-1	-3	3	4	-5	3
PfHsp90 set2	24	-5	11	·	-116
CAL PDZ FP-2	-0.1	0.6	0.6	-3.5	-13
SR-BI DiI-HDL act	4	-22	-12	16	-13

Additional structures follow.
item	Molecule	Rtt109 HAT inh	PvdQ inh	MITF act	NSD2 HMT inh	SR-BI DiI inh
9	CCC(=O)Nc1cccc(NC(=O)CSc2nnnn2C)c1	1	16	-6	0	-13
10	CCn1c(SCC(=O)NCCc2ccc(OC)c(OC)c2)nc2c1c(=O)n(C)c(=O)n2C	1	-15	-1	9	-5
11	CCOC(=O)N1CCN(Cc2nc3c(c(=O)n(C)c(=O)n3C)n2Cc2cccc3ccccc23)CC1	2	6	-13	1	3
12	CCOC(=O)C1C(=O)CC(C)(O)C(C(=O)OCC)C1c1ccc(OC)cc1 (configuration not stated)	-10	-14	5	-3	-10
13	COc1ccc(OC(C)C(=O)NC(C)c2ccccc2)cc1 (configuration not stated)	-3	-25	11	-4	-4
14	CC(=O)NN1C(=O)c2ccccc2NC1c1ccc([N+](=O)[O-])o1 (configuration not stated)	12	0	-15	10	-10
15	CCOc1ccc(N(CC(=O)NC(C)C)C(=O)CCC(=O)Nc2ccccn2)cc1	-20	-5	·	0	10
16	CC(=O)N1c2ccc(S(=O)(=O)N(C)CC(=O)Nc3ccccc3C)cc2CC1C (configuration not stated)	8	14	4	1	8

item	dFosB activator	CAL PDZ FP-1	PfHsp90 set2	CAL PDZ FP-2	SR-BI DiI-HDL act
9	-7	-5	-11	-0.9	13
10	1	-1	-26	·	5
11	-3	-3	7	-2.0	-3
12	-3	0	10	-2.0	10
13	-6	-1	-13	-2.1	4
14	-6	·	-7	0.8	10
15	-6	-2	-10	-2.0	-10
16	-2	1	2	0.3	-8

The closing 2 compounds of the part above come first, to join the parts:
item	Molecule	Rtt109 HAT inh	PvdQ inh	MITF act	NSD2 HMT inh	SR-BI DiI inh
15	CCOc1ccc(N(CC(=O)NC(C)C)C(=O)CCC(=O)Nc2ccccn2)cc1	-20	-5	·	0	10
16	CC(=O)N1c2ccc(S(=O)(=O)N(C)CC(=O)Nc3ccccc3C)cc2CC1C (configuration not stated)	8	14	4	1	8
17	CCc1ccc(N2CC(C)Cn3c2nc2c3c(=O)n(CCN3CCOCC3)c(=O)n2C)cc1 (configuration not stated)	-6	-6	-16	3	-6
18	CCn1ccnc1CN(C)Cc1nc(-c2ccc(C(=O)OC)cc2)no1	-9	-12	-3	0	·
19	CCCCCCN1Cc2ccccc2C1	3	8	14	23	-2
20	O=C(Nc1cccc(F)c1)c1ccc(S(=O)(=O)N2CCCCC2)cc1	3	-24	6	1	22
21	CC(=O)c1ccc(NC(=O)CSc2nccn2CCc2ccccc2)cc1	1	-18	52	2	12
22	O=C(N/N=C/c1cccc([N+](=O)[O-])c1)c1ccncc1	0	-9	7	-2	-4
23	CC1CCCN(c2nc3c(c(=O)[nH]c(=O)n3C)n2CCCc2ccccc2)C1 (configuration not stated)	2	-10	6	·	-2
24	CC(C)OC(=O)/C(=C\c1ccccc1)NC(=O)c1ccccc1	-3	-5	19	5	-12

item	dFosB activator	CAL PDZ FP-1	PfHsp90 set2	CAL PDZ FP-2	SR-BI DiI-HDL act
15	-6	-2	-10	-2.0	-10
16	-2	1	2	0.3	-8
17	-3	-1	-16	0.4	6
18	-16	3	-9	-1.7	·
19	4	0	-9	-0.7	2
20	-9	3	0	-1.4	-22
21	-7	-4	3	-1.0	-12
22	-6	-9	-10	-5.3	4
23	-7	3	7	-2.1	2
24	-6	·	5	0.0	12

Continuation.
item	Molecule	Rtt109 HAT inh	PvdQ inh	MITF act	NSD2 HMT inh	SR-BI DiI inh
25	COCCN(C(=O)Nc1ccccc1)c1ccccc1C	-1	3	·	-9	5
26	O=C(NCc1cccs1)c1noc2c1CCCC2	-16	2	29	-1	-11
27	COC(=O)c1nc(NC(=S)NC(=O)c2cccs2)sc1C	8	-7	29	6	-4
28	CC1CCCCC1NC(=O)CCCCn1c(=O)[nH]c2ccsc2c1=O (configuration not stated)	-2	-1	9	-1	3
29	CCOC(=O)CNC1CC(=O)N(c2ccc(Br)cc2)C1=O (configuration not stated)	0	-1	8	-1	-12
30	Cc1onc(-c2ccccc2)c1C(=O)OCC(=O)NC(C)c1ccc(Cl)cc1 (configuration not stated)	-3	-8	-5	5	5
31	O=c1[nH]c(-c2ccccc2)cs1	8	-17	-8	-2	-27
32	CC(C(=O)NC1CCCC1)N1CCN(S(=O)(=O)c2ccccc2Cl)CC1 (configuration not stated)	-9	-2	5	-1	-10

item	dFosB activator	CAL PDZ FP-1	PfHsp90 set2	CAL PDZ FP-2	SR-BI DiI-HDL act
25	10	-1	·	0.2	-5
26	-1	·	·	-0.5	11
27	-10	-2	·	-2.6	4
28	-2	-6	-44	-1.4	-3
29	0	-1	-1	-0.3	12
30	-9	-4	-6	-1.2	-5
31	6	-2	-5	-1.3	27
32	-1	·	5	0.0	10

Next part:
item	Molecule	Rtt109 HAT inh	PvdQ inh	MITF act	NSD2 HMT inh	SR-BI DiI inh
33	CCN(CC)c1ccc(/C=C2/C(=O)ON=C2C)cc1	36	-7	-5	7	-30
34	O=C(CSc1nc2c(c(=O)[nH]1)CCCC2)Nc1ccc(Cl)cc1F	-1	-5	0	0	-7
35	COC(=O)CCC(=O)OC1(C)C(=O)C2=CN(c3ccc(OC)cc3)C(c3ccc(OC)cc3)=CC2=C(Br)C1=O (configuration not stated)	7	5	0	·	26
36	O=C(NCCCNC(=O)c1cccs1)c1cccs1	-8	-8	5	2	-2
37	COc1ccc([N+](=O)[O-])cc1NC(=O)Cc1ccc(Cl)cc1	-2	7	8	-1	39
38	O=C(CNC(=O)c1cccs1)NCCc1ccco1	-3	-13	0	0	-1
39	COc1cccc(N=Nc2ccc3ccccc3c2O)c1	1	3	·	2	72*
40	O=C(O)c1cccc(NC(=O)c2cn(-c3ccccc3)nc2-c2ccncc2)c1	-3	-11	-6	1	5

item	dFosB activator	CAL PDZ FP-1	PfHsp90 set2	CAL PDZ FP-2	SR-BI DiI-HDL act
33	-7	-4	-1	-2.0	30
34	-4	1	3	0.7	7
35	0	-3	·	0.6	-26
36	2	-2	2	-2.3	2
37	-6	2	-11	-2.7	-39
38	-7	·	-39	-2.0	1
39	-55	-2	0	1.6	-72
40	-4	-6	·	-4.7	-5

The results go on.
item	Molecule	Rtt109 HAT inh	PvdQ inh	MITF act	NSD2 HMT inh	SR-BI DiI inh
41	COc1ccc(-c2nnc3n2N=C(C)CS3)cc1	7	-12	-8	68*	-5
42	COc1ccccc1C(O)(C(=O)N(NC(C)=O)c1ccccc1)c1ccccc1OC	11	-17	-2	·	-17
43	COc1ccc(C(=O)NCc2cc(C(C)C)no2)cc1OC1CCN(C(C)C)CC1	7	2	-1	4	-1
44	COc1cc(CO)ccc1OCc1nnnn1-c1ccc(C)cc1	-1	-4	5	1	1
45	CC(=O)Nc1ccc(S(=O)(=O)N2CCN(S(=O)(=O)N3CCCCCC3)CC2)cc1	0	-20	-11	-1	8
46	CC1CC(C)C(=O)C(C(CC2CC(=O)NC(=O)C2)OC(=O)CC(=O)c2ccccc2)C1 (configuration not stated)	10	-14	-54	-1	-29
47	Cc1cccc(C(C)C)c1NC(=O)Cc1ccc(S(=O)(=O)N2CCOCC2)s1	2	0	-10	4	-5
48	O=C(CCN1C(=O)/C(=C/c2ccccc2F)SC1=S)NC1C=CS(=O)(=O)C1 (configuration not stated)	-11	-13	-15	-3	-1

item	dFosB activator	CAL PDZ FP-1	PfHsp90 set2	CAL PDZ FP-2	SR-BI DiI-HDL act
41	4	-2	·	-1.5	5
42	0	-2	19	-0.5	17
43	-5	·	7	-0.1	1
44	-2	-3	-4	-2.8	2
45	5	-4	-30	0.8	-8
46	-1	·	·	-1.1	29
47	-8	·	1	-0.2	5
48	-10	-3	-14	-1.6	1

Next records
item	Molecule	Rtt109 HAT inh	PvdQ inh	MITF act	NSD2 HMT inh	SR-BI DiI inh
49	Cc1cccn2c(CN[C@H]3CCCCNC3=O)c(C(=O)N3CCOCC3)nc12	1	-10	-8	32	-7
50	O=C(Cn1cc(COc2ccccc2C(F)(F)F)nn1)c1ccc(O)cc1	3	-12	6	·	14
51	CCC1(c2ccccc2)NC(=O)N(CC(=O)Nc2ccccc2C(=O)N2CCCCC2)C1=O (configuration not stated)	-4	-8	-3	-3	-7
52	Cc1nnc2sc(SCC(=O)Nc3ccc(Br)cc3)nn2c1=O	-52	-6	2	0	-30
53	COc1cccc(-c2noc(CCC(=O)NCCc3ccccc3)n2)c1	-11	-20	-8	-1	·

item	dFosB activator	CAL PDZ FP-1	PfHsp90 set2	CAL PDZ FP-2	SR-BI DiI-HDL act
49	-3	-2	·	0.2	7
50	-5	-4	22	-0.6	-14
51	1	-1	7	0.4	7
52	-12	3	·	-1.2	30
53	-12	-7	-9	·	·
